Vif inh: HIV Vif self-association inhibitors, primary screen, imaging, HEK293T, single point; 340,000 tested, 0.35% active; inhibition, % at 7.49 µM; AID 602346, 2012; HEK293T cells, Vif self-association by quenched fluorescence, 24 h; in the data active = inhibition above about 50%, passing the limit was not always enough; note: some results filed as inactive read as strong as hits
SRC3 inh: SRC3 coactivator transcriptional activity inhibitors, primary screen, cell-based, luminescence. inhibition, % at 3.6 µM. HEK293 GAL4-SRC3 luciferase reporter. AID 588352, 2011. 360,000 tested, 0.17% active;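 active = inhibition above a per-campaign cutoff, the mean of all compounds plus 3 SD, cut at about 60% in these data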;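 note: 0% = DMSO-treated cells and 100% = gossypol-treated cells at 36 µM; higher means less SRC3-driven luciferase light from the GAL4 reporter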
TLR9-MyD88 block: inhibitors of TLR9-MyD88 association in cells, primary screen, cell-based, CHO, BLA complementation, fluorescence; CCF4 FRET ratio; inhibition, % at 4.98 µM; 340,000 tested, 0.21% active; Toll-like receptor 9 (Homo sapiens) + Myeloid differentiation primary response protein …;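 active = inhibition above the mean over all tested compounds plus 3 SD, cut at about 21% in these data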;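 note: 0% = DMSO only wells and 100% = clavulanate BLA inhibitor control wells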
TROY NFkB inh: inhibitors of TROY-driven NF-kB signaling, primary screen, Q293 LMP1-TROYcd cells, NF-kB luciferase, uHTS. AID 1347056, 2019. 360,000 tested, 0.98% active. Q293 LMP1-TROYcd NF-kB luciferase reporter, 4 h. inhibition, % at 10 µM;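 active = compounds whose plate-normalised and pattern-corrected inhibition of the luciferase reporter signal at the single screening dose is 50% or more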
NCOA2 inhibitor: inhibition of GAL4-SRC2 driven luciferase reporter, primary screen, SRC2 inhibitor project, cell-based, luminescence; 370,000 tested, 0.17% active; inhibition, % at 9 µM; HEK293 GAL4-SRC2 luciferase reporter;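 active = inhibition above the mean inhibition of all tested compounds plus 3 SD, set per campaign, cut at about 52% in these data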;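 note: 0% = DMSO treated cells and 100% = cells given Gossypol at 36 µM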
NR2F2 inh: NR2F2 transcriptional activity inhibitors, primary screen, cell-based, luciferase reporter, HEK293T, luminescence; inhibition, % at 8.6 µM; COUP transcription factor 2 (Homo sapiens), P24468; 370,000 tested, 0.7% active; HEK293T NGFI-A luciferase reporter;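 active = inhibition above a per-plate cutoff, mean inhibition of test wells between control levels plus 3 SD, cut at about 38% in these data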;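 note: cells cotransfected with COUP-TFII expression vector driving the NGFI-A reporter; 0% = median of COUP-TF2 test wells and 100% = reporter-only cells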
Target sequence (P24468 whole entry, looked up): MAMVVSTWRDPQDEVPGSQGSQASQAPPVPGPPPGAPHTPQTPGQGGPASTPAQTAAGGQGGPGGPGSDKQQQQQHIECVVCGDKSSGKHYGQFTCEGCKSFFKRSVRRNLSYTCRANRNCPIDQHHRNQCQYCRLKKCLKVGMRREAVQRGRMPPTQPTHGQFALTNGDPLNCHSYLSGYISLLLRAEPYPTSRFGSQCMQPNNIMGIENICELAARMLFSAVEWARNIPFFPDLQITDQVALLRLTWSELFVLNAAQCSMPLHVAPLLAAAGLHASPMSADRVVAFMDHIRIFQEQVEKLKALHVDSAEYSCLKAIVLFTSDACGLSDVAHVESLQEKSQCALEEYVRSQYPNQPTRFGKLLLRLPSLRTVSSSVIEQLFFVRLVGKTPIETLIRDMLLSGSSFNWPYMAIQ
NR5A2 inv ag: LRH-1 (NR5A2) inverse agonists, primary screen, cell-based, luminescence, HEK293T, StAR-luciferase reporter | Nuclear receptor subfamily 5 group A member 2 (Homo sapiens), O00482 | LRH-1 transfected, 24 h | inhibition, % at 3.6 µM | 360,000 tested, 0.13% active | AID 602396, 2012;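 active = inhibition above the mean inhibition of all tested compounds plus 3 SD, cut at about 73% in these data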;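 note: 0% = DMSO wells and 100% = reporter-only cells lacking LRH-1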
EBV LMP1 NFkB: EBV LMP1-driven NF-kappaB luciferase reporter inhibitors, primary screen, cell-based, luminescence, single point | AID 504558, 2011 | LMP1-induced NF-kappaB luciferase reporter cells | inhibition, % at 12.5 µM | 350,000 tested, 0.69% active; in the data active = inhibition above about 41%;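 note: 0% = neutral control wells and 100% = reference inhibitor control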
NOD2-RIPK2 inh: NOD2-RIPK2 binding disruptors in cells, primary screen, fluorescence, CHO cells, BLA complementation | Receptor-interacting serine/threonine-protein kinase 2 (Homo sapiens), O43353 | CCF4 ratio | inhibition, % at 4.98 µM | 360,000 tested, 0.38% active | AID 624267, 2012; in the data active = inhibition above about 21%;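 note: 0% = vehicle only and 100% = reference blocker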
Target sequence (O43353 whole entry, looked up): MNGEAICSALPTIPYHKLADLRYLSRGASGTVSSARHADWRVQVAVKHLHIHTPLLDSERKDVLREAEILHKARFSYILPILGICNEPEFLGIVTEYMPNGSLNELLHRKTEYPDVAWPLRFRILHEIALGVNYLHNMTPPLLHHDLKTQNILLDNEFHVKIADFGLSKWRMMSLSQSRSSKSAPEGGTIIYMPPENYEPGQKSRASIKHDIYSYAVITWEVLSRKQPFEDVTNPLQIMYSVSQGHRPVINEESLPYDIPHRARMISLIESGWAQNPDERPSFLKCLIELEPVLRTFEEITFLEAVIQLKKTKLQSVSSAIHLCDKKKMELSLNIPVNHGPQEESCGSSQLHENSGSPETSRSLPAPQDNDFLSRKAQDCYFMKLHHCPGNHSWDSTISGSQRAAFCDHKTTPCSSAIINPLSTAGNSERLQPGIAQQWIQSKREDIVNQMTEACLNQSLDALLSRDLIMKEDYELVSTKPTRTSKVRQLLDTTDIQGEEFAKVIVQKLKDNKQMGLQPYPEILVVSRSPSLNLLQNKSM
NCOA1 inh: SRC1 coactivator transcriptional activity inhibitors, primary screen, cell-based, luminescence; Nuclear receptor coactivator 1 (Homo sapiens), Q15788; HEK293 GAL4-SRC1 luciferase reporter; inhibition, % at 3.6 µM; 360,000 tested, 0.12% active; AID 588354, 2011;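 active = inhibition above the campaign mean plus 3 SD, with each screening campaign given its own cutoff, cut at about 60% in these data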;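 note: 0% = DMSO treated cells and 100% = gossypol at 36 µM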
TRAIL sens C8: viability loss with TRAIL in NB7+C8 cells, primary screen, TRAIL sensitizer project, cell-based, ATPlite luminescence | inhibition (viability loss, TRAIL sensitization), % at 10 µM | 360,000 tested, 1% active;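 active = compounds causing at least 50% loss of cell viability in the single-dose screen, relative to plate controls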
* = called active by the depositor; . = no result given. Some of the compounds tested (hit frequency here may not be typical).

SMILES	Vif inh	SRC3 inh	TLR9-MyD88 block	TROY NFkB inh	NCOA2 inhibitor	NR2F2 inh	NR5A2 inv ag	EBV LMP1 NFkB	NOD2-RIPK2 inh	NCOA1 inh	TRAIL sens C8
O=C(Cn1nnc(-c2ccccc2-n2cnnn2)n1)N1CCCCC1	6.0	12.3	2.3	9.2	-14.3	-8.5	-4.6	1.8	-1.8	-6.7	-16.2
O=C(C1CCCCC1)N1C[C@H](n2cc(-c3ccc(F)cc3)nn2)[C@@H](O)C[C@@H]1c1ccc(Cl)cc1	-1.6	-3.5	2.9	29.5	-5.0	1.5	-5.2	-3.4	5.5	4.6	19.8
O=C(COC(=O)c1cc(S(=O)(=O)N2CCOCC2)ccc1F)NCc1ccc2c(c1)OCO2	20.3	-3.6	-4.0	7.3	43.5	47.0*	5.2	-0.8	-0.9	-11.4	18.0
COc1ccc(/C=N/OCC(=O)N2CCCC2)c(OC)c1	3.5	5.5	4.6	-14.8	-23.6	4.2	3.8	-4.0	-4.0	-4.7	-26.2
O=C(NCCN1CCN(S(=O)(=O)c2ccc(F)cc2)CC1)C(=O)NCc1ccccc1	7.8	-4.7	-8.0	-16.8	-6.8	-8.7	-3.9	1.9	-8.9	-23.1	1.6
CN1CCN(S(=O)(=O)c2ccc(F)cc2)CC1	27.4	2.2	11.9	-11.4	0.8	13.4	-4.1	3.5	0.5	-3.6	-7.2
O=C(C1CCCN(Cc2ccccc2[N+](=O)[O-])C1)N1CCCC1 (stereo not drawn)	-4.1	6.4	0.0	12.7	16.8	-1.0	5.7	-0.5	7.3	-86.2	-5.1
Cc1ccc(-c2nc3cc(C)c(Br)c(C)n3c2CC(C)(C)C)cc1	.	-25.3	.	6.7	-18.5	1.1	19.6	.	7.1	11.4	8.8
COc1cc(S(=O)(=O)N2CCCCCC2)ccc1Cl	5.5	-24.3	-9.8	14.7	4.4	3.8	-15.1	-24.4	5.9	3.2	-9.4
c1ccc2c(c1)Nc1cc3ccccc3cc1O2	-14.5	-29.0	-0.8	-32.3	-34.8	-16.1	0.2	-3.4	12.4	-27.2	-10.9
COc1cccc(CNC(=O)CCC2CCCN(C(=O)c3cccc(Cl)c3)C2)c1 (stereo not drawn)	6.6	24.4	-1.1	12.9	9.4	0.1	12.9	1.6	3.8	-25.4	0.7
O=C(CCCC(=O)OCC(=O)c1ccc(F)cc1)Nc1cc(C(F)(F)F)ccc1Cl	4.0	11.8	-13.5	0.1	-7.6	13.7	2.6	0.0	-4.0	-19.3	-3.2
COc1ccccc1Nc1nnc(SCC(=O)NC2CC2)s1	7.8	-1.9	-6.2	-13.8	-14.7	8.7	-4.5	2.9	2.1	4.8	-1.8
CCCc1c(-c2ccc(Cl)cc2)ncn1Cc1ccccc1OC	.	.	.	-14.8	-30.4	0.6	-34.0	.	-5.7	.	5.5
Cc1cc(C)cc(NC(=O)c2cc(Cl)sc2Cl)c1	-1.4	12.2	-3.1	-40.1	-1.9	-4.1	-12.3	-2.7	3.8	-6.8	16.7
C#CC[N+](C)(C)CC#Cc1ccccc1	-3.8	20.9	-3.5	7.3	-7.2	5.0	-4.0	-9.2	-2.4	6.7	-0.9
COc1ccc(NC(=O)COC(=O)c2ccco2)c([N+](=O)[O-])c1	-2.3	6.4	-2.5	-17.9	-21.4	2.5	11.7	-3.8	3.7	3.2	-4.5
C=CCSc1nnc(NC(=O)COc2ccc3ccccc3c2)s1	0.2	16.8	4.9	-27.3	-6.4	-2.3	-12.5	1.8	-13.4	-48.1	19.1
COc1ccc(-c2cnc(C(O)c3ccc(OC)c(F)c3)[nH]2)cc1 (stereo not drawn)	13.5	-12.1	.	-2.4	6.4	-19.6	-6.7	.	2.5	1.6	-11.6
COc1ccccc1N1CCN(C(=O)c2noc(C(C)C)c2[N+](=O)[O-])CC1	-4.0	18.7	-11.8	0.5	.	.	10.5	-8.8	-15.0	0.4	7.7
CCOc1ccc2nc(N(CCN(C)C)C(=O)c3ccc4ccccc4c3)sc2c1	-3.0	3.6	-4.5	-9.7	-5.5	-0.3	4.8	3.2	17.2	-13.1	-15.4
O=C(O)CC1(C(=O)O)CCCC1	0.6	-12.5	-3.9	0.2	1.8	17.3	4.1	3.6	-7.8	4.0	-0.5
Cc1ccc(S(=O)(=O)c2c(N)n(/N=C/c3ccco3)c3nc4ccccc4nc23)cc1C	8.5	2.1	5.4	7.5	5.5	15.1	16.8	-4.9	-2.7	-6.2	-2.1
Cc1ccccc1N(C(=O)CCC(=O)Nc1ccccn1)C(C(=O)NC(C)C)c1ccc(O)cc1 (stereo not drawn)	-1.4	18.9	-3.0	-3.6	2.7	3.4	11.0	-6.7	-20.1	7.8	-12.4
COc1cc(C)c(CN2CCN(C(=O)CCC(=O)c3ccc(C)s3)CC2)cc1OC	-1.1	0.9	0.7	-10.2	-33.0	2.3	-0.7	-18.3	-0.7	5.0	16.8
COC(=O)COc1ccc(S(=O)(=O)N2CCc3ccccc3C2)cc1C	9.1	6.8	6.1	4.4	6.8	10.0	21.0	2.5	1.1	2.7	15.3
CCCNc1[nH]c(=O)n(C)c(=O)c1N=O	-4.5	3.3	3.7	-11.0	22.9	5.2	-27.5	-1.3	-10.7	-18.1	-3.2
Cc1cc([N+](=O)[O-])nn1CCCC(=O)Nc1cc(Cl)ccc1Cl	6.0	-9.7	1.9	-2.0	-3.0	5.2	-21.7	3.6	4.9	-3.4	-13.8
COC(=O)[C@@]12C[C@@H](CC(=O)N3CCCCC3)C(=O)N(Cc3ccco3)C1=CCC(C)(C)C2	.	.	.	.	-5.0	-6.8	-4.9	.	-3.0	.	-6.2
CN(Cc1ccccc1)S(=O)(=O)c1ccccc1[N+](=O)[O-]	-5.7	7.6	1.9	-9.3	22.2	-9.6	-10.2	4.8	-0.2	-6.5	1.6
COC(=O)c1ccc(SCc2cnc(Cl)s2)cc1	-6.9	-11.1	-1.4	-28.3	-6.6	-15.0	-13.6	-1.0	8.2	-7.9	-3.8
CC(C)(C)OC(=O)N1CCC[C@H]1C(=O)N1CCC[C@H]1C(=O)NCc1ccncc1	.	.	.	3.0	-9.2	-3.9	16.5	.	-1.4	.	2.0
CN(C)S(=O)(=O)c1ccc(C(=O)Oc2cc(=O)[nH]c3ccccc23)cc1	.	-2.2	-3.5	10.8	-10.6	9.6	28.0	-7.7	-1.6	-12.4	-6.5
CC(C)Oc1cccc(C(=O)C2CCCN(C(=O)c3ccc4c(c3)OCO4)C2)c1 (stereo not drawn)	-2.5	11.2	-6.8	-0.9	21.9	4.7	-10.6	-16.0	-7.4	-6.7	-8.9
COc1ccc(-c2nc(-c3ccccc3)c(-c3cc([N+](=O)[O-])ccc3C)[nH]2)cc1O	-11.7	17.8	3.2	-51.1	4.9	-1.2	-14.0	2.7	-6.9	8.1	-21.3
O=C(Nc1c(S(=O)(=O)c2ccc(Cl)cc2)csc1Br)c1ccccc1Cl	-2.8	-1.2	-7.9	-16.5	-2.8	6.7	12.2	8.6	-8.4	5.4	-2.6
CCOC(=O)c1cn(CC(=O)Nc2ccc(CC)cc2)nn1	-9.1	12.8	1.6	-3.0	2.1	12.3	16.4	2.0	-6.6	10.4	18.0
CN(C)S(=O)(=O)c1cccc(NC(=O)COC(=O)CCOc2ccccc2)c1	-6.0	6.1	0.9	-2.6	-9.7	-2.0	7.8	4.5	-6.3	-11.9	0.2
O=C(NCCc1ccc(F)cc1)Nc1ccccc1	0.9	-27.6	-8.0	-20.9	-24.4	-21.9	-41.4	-7.4	2.5	-19.2	-2.0
Cc1c(N2C(=O)/C(=C/c3ccc(N(C)C)cc3)N(C)C2=S)c(=O)n(-c2ccccc2)n1C	40.8	1.6	6.3	-5.7	6.2	13.7	11.7	5.1	13.2	-9.6	-16.5

Single records (already shown).
Record of COC(=O)c1ccc(SCc2cnc(Cl)s2)cc1 → Vif inh: -6.9; SRC3 inh: -11.1; TLR9-MyD88 block: -1.4; TROY NFkB inh: -28.3; NCOA2 inhibitor: -6.6; NR2F2 inh: -15.0; NR5A2 inv ag: -13.6; EBV LMP1 NFkB: -1.0; NOD2-RIPK2 inh: 8.2; NCOA1 inh: -7.9; TRAIL sens C8: -3.8
Record of O=C(NCCc1ccc(F)cc1)Nc1ccccc1 → Vif inh: 0.9; SRC3 inh: -27.6; TLR9-MyD88 block: -8.0; TROY NFkB inh: -20.9; NCOA2 inhibitor: -24.4; NR2F2 inh: -21.9; NR5A2 inv ag: -41.4; EBV LMP1 NFkB: -7.4; NOD2-RIPK2 inh: 2.5; NCOA1 inh: -19.2; TRAIL sens C8: -2.0

Remaining list, next part
SMILES	Vif inh	SRC3 inh	TLR9-MyD88 block	TROY NFkB inh	NCOA2 inhibitor	NR2F2 inh	NR5A2 inv ag	EBV LMP1 NFkB	NOD2-RIPK2 inh	NCOA1 inh	TRAIL sens C8
CCOCCCn1c(=N)c(S(=O)(=O)c2ccc(C)cc2)cc2c(=O)n3cc(C)ccc3nc21	50.0*	-28.5	3.4	-5.5	-19.4	10.8	16.4	-10.1	-9.0	8.9	-1.9
CN1CCN(CCNC(=O)c2cc3c(=O)n(C)c4ccccc4c3n2C)CC1	1.6	4.7	-7.9	-18.7	-40.8	-12.9	5.2	-19.1	-9.5	-9.7	-8.6
Cc1oc(C(=O)O)cc1COc1ccccc1Cl	.	9.9	3.4	-33.9	-3.9	10.2	2.1	-16.8	-21.2	13.6	-0.9
O=C1CCC(=O)N1c1nc2nc(-c3ccccc3)cc(=O)n2[nH]1	1.7	-15.2	-10.2	.	-20.3	0.2	-6.5	-5.0	-4.5	5.1	-2.7
O=S(=O)(NCCc1cccs1)c1ccc(Br)cc1	-26.9	1.0	1.8	-23.7	0.9	9.0	6.5	0.2	-14.8	-44.0	14.2
COc1ccc2[nH]cc(CCN=C3SCC(=O)N3C)c2c1	-2.5	-6.2	-4.4	-8.3	-3.8	20.9	-10.7	-11.8	-1.0	-15.7	0.2
O=C(COc1cccc2ccccc12)N/N=C/C=C/c1ccccc1	3.9	15.2	5.5	2.0	-20.3	-12.9	11.1	2.0	1.4	0.7	-7.6
CCOC(=O)Cn1nnnc1CN(CCc1ccccc1)Cc1cc2cc(CC)ccc2[nH]c1=O	-16.3	-4.5	-4.4	-20.9	11.5	11.3	-11.9	-23.5	-1.2	6.9	-15.7
N#CC(/C(=N/S(=O)(=O)c1cccs1)c1ccccc1)c1nc2ccccc2[nH]1 (stereo not drawn)	-15.8	-1.7	8.3	8.8	-13.7	-3.4	-4.3	6.6	6.2	-21.8	3.6
CC(C)(CC1(C)NC(=O)NC1=O)OCc1ccccc1 (stereo not drawn)	-1.5	4.0	1.4	-5.8	0.4	6.9	4.6	-0.5	-1.2	6.2	0.7
COc1cc(OC)cc(C(=O)NNC(=O)c2ccc(-n3cncn3)c([N+](=O)[O-])c2)c1	-10.8	-1.6	1.2	-7.9	-4.5	3.4	17.8	-3.7	2.1	-6.6	-20.9
